# Screens (PubChem)
# HTT aggregate = inhibitors of mutant huntingtin aggregate formation in PC12 cells. Potency, µM (highest dose often 46.1 µM), for the others: at the top dose activity change, negative = inhibition, usual class: inhibitors. PC12 HttQ103-GFP aggregates, Acumen cytometry, 40 h. 220,000 compounds, 1.1% hits; note: potency is the fitted concentration of half-maximal effect; % is set by controls: 0 for no effect and ±100 for the full control effect; nearly all actives have a fitted effect of over 60% in size
#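 PC12 cells stably carrying ecdysone-inducible HTT exon 1 Q103–GFP were induced with tebufenozide (100 nM final) and treated with library compounds in titration. GFP aggregates in lysates were counted by laser scanning cytometry.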
# Epigenetic derep = regulators of epigenetic silencing causing reporter derepression in mouse cells. murine LDR cells, GFP reporter derepression, 30 h. 280,000 compounds, 0.2% hits. Potency, µM (highest dose often 53.9 µM), inactives show at the top dose GFP activation, most hits filed as activators; note: potency is the fitted concentration of half-maximal effect; % of control where 0% means no effect; nearly all actives have a fitted effect of over 60% in size
#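 Readout is the number of GFP-expressing murine LDR cells, counted by cytometry following washing. Cells were treated with compound for 30 h at 37 C; the stably integrated CMV-GFP locus is normally silent.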
# L3MBTL1 inh = blocks human L3MBTL1; Q9Y468; AlphaScreen L3MBTL1–H3K9me1 peptide binding; Potency, µM (doses to about 57.1 µM), inactives show at the highest dose activity, negative = inhibition, usual class: inhibitors; 230,000 compounds, 0.66% hits; AID 485360; note: potency is the fitted concentration of half-maximal effect; % is set by controls: 0 for no effect and ±100 for the full control effect; nearly all actives have a fitted effect of over 60% in size
#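 AlphaScreen proximity signal between nickel-chelate acceptor and streptavidin donor beads (final 10 ug/mL) reports binding of 50 nM L3MBTL1 to 75 nM biotin-H3 K9me1 peptide; complex incubated with compounds 30 min at room temperature; cefsulodin titration as control.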
# Luc counter = blocks Kinase-Glo luciferase, a counter-screen artifact | Kinase-Glo luciferase, ATP luminescence, 8 min | Potency, µM (doses to about 38.3 µM), inactives show top-dose activity change, negative = inhibition, usual class: inhibitors | 200,000 compounds, 0.28% hits | AID 1379; note: potency is the fitted concentration of half-maximal effect; % is set by controls: 0 for no effect and ±100 for the full control effect; nearly all actives have a fitted effect of over 60% in size
#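 Kinase-Glo luciferase light output from ATP and luciferin was measured with 10 uM ATP, within the enzyme's linear range. Buffer: 50 mM imidazole pH 7.2, 50 mM KCl, 7 mM MgCl2, 0.01% Tween 20, 0.05% BSA; luminescence read after 8 min at ambient temperature.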
# NPSR antagonist = antagonists of human neuropeptide S receptor cAMP signaling; CHO-NPSR cells, cAMP TR-FRET, antagonist mode; Potency, µM (titrated, usually from 38.3 µM), for inactives: top-dose activity change, negative = inhibition, actives largely listed as inhibitors; AID 1461; 220,000 compounds, 1% hits; Q6W5P4; note: potency is the fitted concentration of half-maximal effect; % is set by controls: 0 for no effect and ±100 for the full control effect; nearly all actives have a fitted effect of over 50% in size; many of its hits are not listed in these tables
# Target sequence (Q6W5P4 whole entry, looked up): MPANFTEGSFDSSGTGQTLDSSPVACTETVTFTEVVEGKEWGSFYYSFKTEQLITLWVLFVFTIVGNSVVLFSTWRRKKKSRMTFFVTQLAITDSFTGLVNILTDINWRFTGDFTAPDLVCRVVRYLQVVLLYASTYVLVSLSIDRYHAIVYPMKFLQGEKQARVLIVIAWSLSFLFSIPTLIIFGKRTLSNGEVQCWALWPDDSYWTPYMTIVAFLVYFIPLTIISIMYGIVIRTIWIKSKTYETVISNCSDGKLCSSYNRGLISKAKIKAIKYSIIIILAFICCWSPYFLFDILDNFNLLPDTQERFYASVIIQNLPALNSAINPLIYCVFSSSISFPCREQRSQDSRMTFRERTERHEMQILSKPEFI
# CBFb RUNX1 block = inhibitors of human CBF-beta and RUNX1 interaction; 230,000 tested, under 10 active; AlphaScreen CBFb-His/RUNX1-biotin binding, biochemical; AID 1477; Q01196+Q13951; Potency, µM (titrated, usually from 59.8 µM), inactives show at the highest dose activity, negative = inhibition, actives largely listed as inhibitors; note: % of control where 0% means no effect
#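 CBF-beta (His) and RUNX1 (biotin), 30 nM each; 20 min preassociation; + compound, 15 min; + beads 50 ng each (Ni, streptavidin), 90 min; RT; AlphaScreen read.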
# IMPase Li cell = membrane-permeable IMPase blocker, potentiated with lithium; Potency, µM (top dose mostly 59.4 µM), for the others: at the highest dose activity, negative = IMPase inhibition, hits mostly inhibitors; CHO-M1 cells, IP1 TR-FRET (IP-One), carbachol + lithium; 210,000 compounds, 0.35% hits; AID 1457;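 note: IP1 builds up when IMPase is blocked and the TR-FRET signal falls; potency is the fitted concentration of half-maximal effect; plate controls were basal vehicle for no effect and high inhibitor control for full effect; nearly all actives have a fitted effect of over 50% in size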
#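 CHO-M1, 2000 cells/well, 16–30 h culture; cpd + low Li+, 30 min 37C; lysis with d2-IP1/Eu-anti-IP1 Ab, 10 min RT; TR-FRET 665/620 ratio and 620 channel; AC50 via Hill.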
# Active calls of the source: *; ? = inconclusive; . = no result given; [ ] = remark or other dose. Calls come from the whole dose curve; as a rule, active = well fitted curve in the direction sought with a large enough effect; inconclusive = small, poorly fitted or top-dose-only effect, or another doubt; inactive = no such curve, though single readings can be large; an effect the other way counts as inactive or inconclusive. This is a subset; rates above refer to the full screens.
no.	SMILES	HTT aggregate	Epigenetic derep	L3MBTL1 inh	Luc counter	NPSR antagonist	CBFb RUNX1 block	IMPase Li cell
1	O=C(NNC(=O)C1CCN(S(=O)(=O)c2ccc(Cl)cc2)CC1)c1ccncc1	9%[9.22 µM]	-5.8%	-17%	0%	-13%	-7%	6%
2	Cc1c(NC(=S)N/N=C/c2ccc(O)cc2)c(=O)n(-c2ccccc2)n1C	-2%	-1.1%	-2%	-3%	-10%[46.1 µM]	-2%	-3%[38.3 µM]
3	COc1ccc(S(=O)(=O)N2CCCCC2)cc1NC(=O)c1ccc2c(c1)OCO2	1%	-3.0%	-1%	0%	-1%	-6%	4%
4	CC1=Nn2c(nnc2-c2cccs2)SC1	10%	-0.1%	.	-2%	-3%[46.1 µM]	4%	30%[38.3 µM]
5	Cc1ccc(-c2csc3n[nH]c(=S)n23)cc1	1%	-0.1%	4%	0%	-24%[46.1 µM]	-6%	-14%[38.3 µM]
6	CCS(=O)(=O)n1nc(-c2ccccc2)nc1SC	-2%	-3.0%	.	-2%	3%[46.1 µM]	-3%	27%[38.3 µM]
7	COC(=O)CNc1nc(-c2cccnc2)nc2ccccc12	9%[9.22 µM]	0.7%	3%	-2%	-16%[46.1 µM]	2%	-1%[38.3 µM]
8	COc1ccc(OC)c(-c2cc(C(=O)NCCN3CCOCC3)no2)c1	26%	0.0%	5%	1%	3%[46.1 µM]	2%	3%[38.3 µM]
9	CC1(C)Cc2c(sc(NC(=O)c3ccco3)c2C#N)CO1	-4%	3.0%	-5%	1%	-34%[46.1 µM]	9%	-5%[38.3 µM]
10	C(=N\Nc1ccc2ccccc2n1)/c1ccc2c(c1)OCCO2	?	3.1%	6%	?	-28%	4%	6%
11	COc1ccc2c(CC(=O)OCC(=O)c3ccc(F)cc3)coc2c1	8%	0.7%	1%	-1%	2%[46.1 µM]	3%	4%[38.3 µM]
12	O=C(Nc1ccc(Cc2ccncc2)cc1)C1CCC(N2C(=O)C3C4C=CC(C5CC45)C3C2=O)CC1 (stereo unspecified)	?	3.8%	.	-4%	-27%[46.1 µM]	-10%	19%[38.3 µM]
13	NS(=O)(=O)c1ccc(CNS(=O)(=O)c2cc(Cl)ccc2Cl)cc1	-1%[9.22 µM]	-1.1%	.	.	8%	21%	.
14	Cc1c(C(=O)NCCSCc2ccccc2Cl)cccc1[N+](=O)[O-]	6%	1.5%	-8%	3%	-22%[46.1 µM]	5%	18%[38.3 µM]
15	CC(C)NC(=O)CSCc1ccccc1Cl	-2%	-4.3%	-3%	-1%	-2%[46.1 µM]	11%	18%[38.3 µM]
16	CC(=O)N=C1SC2CS(=O)(=O)CC2N1c1c(Cl)cccc1Cl (stereo unspecified)	20%	-6.3%	2%	.	11%[46.1 µM]	17%	.
17	Cc1c(C(=O)O)sc2nc3n(c(=O)c12)CCCCC3	7%	-0.7%	.	3%	-22%[46.1 µM]	3%	-19%[38.3 µM]
18	Cc1[nH]nc(N2CCCCCC2)c1[N+](=O)[O-]	?	-1.1%	6%	-1%	-5%[46.1 µM]	-1%	-3%[38.3 µM]
19	COc1ccc(NC(=O)NCc2cccn2C)c(OC)c1	3%	-0.6%	-22%	-1%	-1%[46.1 µM]	-5%	4%[38.3 µM]
20	O=C1OCc2cccc3cccc1c23	-5%	0.9%	0%	0%	-2%[46.1 µM]	1%	-5%[38.3 µM]
21	CCN1C(=O)C(CC(=O)NCc2ccc(Cl)cc2)N(CC)C1=O (stereo unspecified)	2%	0.0%	7%	-2%	0%[46.1 µM]	0%	6%[38.3 µM]
22	CCCCc1nnc(SCc2ccc(OCC)cc2)n1N	-8%	3.2%	5%	2%	4%[46.1 µM]	-1%	-1%[38.3 µM]
23	CS(=O)(=O)c1ccccc1COC(=O)Nc1ccc(Cl)cc1	-27%	1.1%	2%	-5%	-23%[46.1 µM]	2%	1%[38.3 µM]
24	O=C(NCCCNC1CCCCC1)c1ccc(/C=N/O)nc1	-22%	0.0%	-8%[11.4 µM]	-4%	-4%[46.1 µM]	0%	19%[38.3 µM]
25	O=[N+]([O-])/C=C1\CCCCCN1	18%[9.22 µM]	4.3%	12%	.	25%	5%	.

# Single records, from the list above. Order of values: HTT aggregate, Epigenetic derep, L3MBTL1 inh, Luc counter, NPSR antagonist, CBFb RUNX1 block, IMPase Li cell
# Cc1ccc(-c2csc3n[nH]c(=S)n23)cc1 reads 1%, -0.1%, 4%, 0%, -24%[46.1 µM], -6%, -14%[38.3 µM]
# COc1ccc(OC)c(-c2cc(C(=O)NCCN3CCOCC3)no2)c1 reads 26%, 0.0%, 5%, 1%, 3%[46.1 µM], 2%, 3%[38.3 µM]
# CCCCc1nnc(SCc2ccc(OCC)cc2)n1N reads -8%, 3.2%, 5%, 2%, 4%[46.1 µM], -1%, -1%[38.3 µM]
# CCN1C(=O)C(CC(=O)NCc2ccc(Cl)cc2)N(CC)C1=O (stereo unspecified) reads 2%, 0.0%, 7%, -2%, 0%[46.1 µM], 0%, 6%[38.3 µM]
# CC1=Nn2c(nnc2-c2cccs2)SC1 reads 10%, -0.1%, ., -2%, -3%[46.1 µM], 4%, 30%[38.3 µM]

# The listing continues.
no.	SMILES	HTT aggregate	Epigenetic derep	L3MBTL1 inh	Luc counter	NPSR antagonist	CBFb RUNX1 block	IMPase Li cell
26	CCC(C)NC(=O)C1=C(C)C(=O)OC12CCC(C)CC2 (stereo unspecified)	8%	-0.8%	0%	3%	-1%[46.1 µM]	7%	7%[38.3 µM]
27	Cc1ccc(Oc2cc(NC(=O)CCCn3nc([N+](=O)[O-])cc3C)cc([N+](=O)[O-])c2)cc1	11%	-1.1%	-16%	1%	-20%	-19%	11%
28	COc1cc([N+](=O)[O-])ccc1N/C=C/C(=O)c1cccs1	-14%	?	1%	?	-18%[46.1 µM]	0%	10%[38.3 µM]
29	COc1ccc(Nc2oc(COc3ccccc3OC)nc2C#N)cc1	?	-1.9%	-17%	5%	-10%	-15%	10%
30	COc1ccc(CCNC(=O)CSc2ccc(-c3ccco3)nn2)cc1OC	-10%	-0.3%	.	-3%	8%	-2%	-3%
31	CC(C)(C)OC(=O)N1CCC[C@H]1C(=O)N/N=C/c1ccc2ncccc2c1	13%[9.22 µM]	1.3%	7%	.	-17%	3%	.
32	Cc1ccc(-n2c(=O)[nH]c3cc(C(=O)NC4CCN(Cc5ccccc5)CC4)ccc3c2=O)cc1	12%	-1.2%	-1%	-2%	-3%[46.1 µM]	-3%	1%[38.3 µM]
33	COc1ccc(S(=O)(=O)N2Cc3ccccc3CC2C(=O)N2CCOCC2)cc1 (stereo unspecified)	7%	0.0%	-2%	0%	-7%[46.1 µM]	4%	13%[38.3 µM]
34	CC(C)C(=O)OC1CCS(=O)(=O)c2sccc21 (stereo unspecified)	20%	-1.6%	11%	-1%	4%	16%	6%
35	COC(=O)c1ccc(NS(=O)(=O)c2ccccc2)o1	3%	2.5%	.	6%	-4%	-1%	-3%

# From no. 34 as far as 35, as listed above:
no.	SMILES	HTT aggregate	Epigenetic derep	L3MBTL1 inh	Luc counter	NPSR antagonist	CBFb RUNX1 block	IMPase Li cell
34	CC(C)C(=O)OC1CCS(=O)(=O)c2sccc21 (stereo unspecified)	20%	-1.6%	11%	-1%	4%	16%	6%
35	COC(=O)c1ccc(NS(=O)(=O)c2ccccc2)o1	3%	2.5%	.	6%	-4%	-1%	-3%
